p53 reactivation: qHTS assay for re-activators of p53 using a Luc reporter | H1299 p53-A138V BP100-luciferase reporter, luminescence, 24 h | Potency, µM (highest dose often 92.2 µM), for the others: at the highest dose activity change, positive = activation, actives largely listed as activators | 0.063% of 320,000 active | AID 504706, 2011; also: potency is read from the fitted curve at half-maximal effect; % of control where 0% means no effect; nearly all actives have a fitted effect of over 45% in size
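p53-null H1299 cells stably carrying temperature-sensitive p53-A138V and a BP100-luciferase reporter were pinned with compounds (4-point, 1:5 series) and held 24 hrs at 37 deg C. Luminescence was read 10 min after detection reagent.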
PTAP TSG101 blk: qHTS Assay for Iinhibitors of HIV-1 Budding by Blocking the Interaction of PTAP/TSG101. Tumor susceptibility gene 101 protein (Homo sapiens), Q99816. Fluorescence polarization, FITC-PTAP peptide / Tsg101 binding. Potency, µM (titrated, usually from 115 µM), for the others: at the highest dose activity change, negative = inhibition, usual class: inhibitors. 340,000 tested, under 10 active. AID 493005, 2010; active = well fitted inhibition curve with a large enough effect in the main read-out, with a control signal flat, not every such curve was filed as active; inconclusive = small, poorly fitted or top-dose-only effect, or effect the other way, or a change in a side signal; inactive = no such curve, though single readings can be large or run the other way; also: potency is read from the fitted curve at half-maximal effect; % of control where 0% means no effect
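FP read-out: FITC-PTAP peptide, 50 nM final, binding Tsg101 binding domain, 10 uM final; 20 min, r.t.; 10 mM HEPES pH 7.5, 0.15 M NaCl, 0.01% Tween 20, 3 mM EDTA, 0.1 mM TCEP.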
B2AR arrestin: qHTS assay of beta-arrestin-biased ligands of beta2-adrenergic receptor. Beta-2 adrenergic receptor (Homo sapiens), P07550. 0.02% of 330,000 active. beta-arrestin recruitment to beta2AR, cell-based reporter. AID 492947, 2010. Potency, µM (highest dose often 46.1 µM), inactives show at the top dose activation, most hits filed as activators;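 also: potency is read from the fitted curve at half-maximal effect; 0% = DMSO controls and full agonism = EC100 isoproterenol or metaproterenol; nearly all actives have a fitted effect of over 65% in size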
ASM inhibitor: Inhibitors of Secretory Acid Sphingomyelinase (S-ASM): qHTS; Sphingomyelin phosphodiesterase (Homo sapiens), P17405; placental ASM, HMU-PC fluorogenic substrate, 60 min; Potency, µM (highest dose often 57.5 µM), for inactives: at the highest dose activity change, negative = inhibition, actives largely listed as inhibitors; 0.006% of 340,000 active; AID 504937, 2011; also: potency is read from the fitted curve at half-maximal effect
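Steps: dispense placental human ASM, pin compound, wait 10 min at room temperature, add HMU-PC0 substrate at 9 uM final, incubate 60 min at 37 °C, add stop solution raising pH to 10, read fluorescence.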
Integrin act MD: qHTS for Activators of Integrin-Mediated Alleviation for Muscular Dystrophy; AID 624291, 2012; Potency, µM (titrated, usually from 38.3 µM), for inactives: top-dose activation, most hits filed as activators; 0.064% of 350,000 active; alpha7betagal myoblasts, beta-gal FDG fluorescence, 48 h;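 also: potency is read from the fitted curve at half-maximal effect; 100% = response of the positive control SU9516; nearly all actives have a fitted effect of over 60% in size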
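alpha7betagal+/- myoblasts (passage 13, 250/well) treated 48 h at 37C with compounds at 1:260 dilution of DMSO stock. Lysed, then beta-galactosidase activity read as FDG fluorescence (ex 480/em 540) after 30 min, with pre-read for autofluorescence.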
TRPV1 agonist: HTS Assay for Compounds that Act as Agonists of the Vanilloid Receptor 1 | activation, % at 8.33 µM | TRPV1-expressing cells, Fluo-8 calcium influx, agonist mode | 0.19% of 320,000 active; in the data active = activation above about 80%; inconclusive = between about 30% and that limit; also: 0% is about no effect
Target sequence (Q8NER1 whole entry, looked up): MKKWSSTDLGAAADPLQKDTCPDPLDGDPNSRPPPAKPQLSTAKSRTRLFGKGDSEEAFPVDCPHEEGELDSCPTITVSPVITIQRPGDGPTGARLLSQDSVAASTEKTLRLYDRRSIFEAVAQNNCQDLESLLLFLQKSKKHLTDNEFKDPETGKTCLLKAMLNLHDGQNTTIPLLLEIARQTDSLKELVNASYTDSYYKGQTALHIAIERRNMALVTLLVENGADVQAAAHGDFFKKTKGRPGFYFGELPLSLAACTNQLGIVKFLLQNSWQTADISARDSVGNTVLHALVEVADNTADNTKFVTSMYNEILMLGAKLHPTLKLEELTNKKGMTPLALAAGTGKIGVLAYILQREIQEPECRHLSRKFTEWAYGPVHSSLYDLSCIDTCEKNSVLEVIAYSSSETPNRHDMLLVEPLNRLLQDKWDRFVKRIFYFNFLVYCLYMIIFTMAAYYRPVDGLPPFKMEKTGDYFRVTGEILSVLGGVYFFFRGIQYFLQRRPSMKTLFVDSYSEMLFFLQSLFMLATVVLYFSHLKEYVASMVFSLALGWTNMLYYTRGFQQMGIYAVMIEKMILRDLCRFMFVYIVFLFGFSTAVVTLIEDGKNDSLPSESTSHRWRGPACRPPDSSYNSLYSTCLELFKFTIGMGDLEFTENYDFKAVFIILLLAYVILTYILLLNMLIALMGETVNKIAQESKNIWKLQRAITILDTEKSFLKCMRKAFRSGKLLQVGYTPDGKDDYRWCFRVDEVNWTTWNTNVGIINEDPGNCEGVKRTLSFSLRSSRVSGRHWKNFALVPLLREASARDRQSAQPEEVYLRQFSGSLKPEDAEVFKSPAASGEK
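TRPV1-expressing cells were cultured overnight at 35.5C and loaded with Fluo-8 calcium dye for 40 to 90 min at room temperature. After a 10 s baseline, compound was added and calcium influx was read kinetically for 3 min (ex 480/em 520 nm).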
USP2a block: qHTS Assay for Inhibitors of Ubiquitin-specific Protease USP2a Using CHOP2 as the Reporter; Ubiquitin carboxyl-terminal hydrolase 2 (Homo sapiens), O75604; USP2 core, Ub-CHOP2 coupled fluorogenic reporter, 485/531; Potency, µM (top dose mostly 38.3 µM), without a hit: at the highest dose activity change, negative = inhibition, most hits filed as inhibitors; 0.01% of 330,000 active;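 also: potency is read from the fitted curve at half-maximal effect; plate controls were DMSO wells for no effect and full inhibition by NEM control for full effect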
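Cell-free coupled assay: 10nM USP2 core preincubated 30min RT with compound in Tris-HCl pH 8.0/CaCl2/CHAPS buffer, then 25nM Ub-CHOP2 and 25nM reporter substrate; fluorescence (Ex 485/Em 531) read after 60min RT, normalized to NEM inhibition, concentration-response curves fitted.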
uPA generation: qHTS for Inhibitors of Cell Surface uPA Generation | cell surface uPA generation assay, qHTS | Potency, µM (titrated, usually from 38.3 µM), for inactives: top-dose activity change, negative = inhibition, usual class: inhibitors | 0.31% of 330,000 active | AID 540303, 2011; active = well fitted inhibition curve with a large enough effect; inconclusive = small, poorly fitted or top-dose-only effect; inactive = no such curve, though single readings can be large or run the other way; tested in mouse RAW 264.7 cells; also: potency is read from the fitted curve at half-maximal effect; % is scaled to controls: 0 for no effect and ±100 for the full control effect; nearly all actives have a fitted effect of over 55% in size
Eya2 inh: qHTS Assay for Inhibitors of the Phosphatase Activity of Eya2; 0.006% of 330,000 active; Potency, µM (top dose mostly 76.9 µM), for the others: top-dose activity, negative = inhibition, actives largely listed as inhibitors; AID 488837, 2010; recombinant Eya2, OMFP fluorescence dephosphorylation (OMFP is methylfluorescein phosphate); Protein phosphatase EYA2 (Homo sapiens), O00167; also: potency is read from the fitted curve at half-maximal effect; % is scaled to controls: 0 for no effect and ±100 for the full control effect
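Eya2 (0.2 uM) preincubated 10 min at ambient with compound, then OMFP substrate added at 50 uM; 10 min reaction in 50 mM HEPES pH 7.5, 50 mM NaCl, 5 uM MgCl2, 0.05% BSA, 1 mM DTT. Fluorescence read at Ex 485/Em 525 nm.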
BRCA1 expr up: qHTS Assay to Identify Small Molecule Activators of BRCA1 Expression; MCF7-BRCA1-FFLuc reporter, luminescence, 48 h; response scale: scaled: vehicle 0%, 10 µM genistein 100%; Potency, µM (top dose mostly 46.1 µM), without a hit: top-dose activation, hits mostly activators; 1.1% of 380,000 active; AID 624202, 2012; also: potency is read from the fitted curve at half-maximal effect; nearly all actives have a fitted effect of over 80% in size; some results filed as inactive show a strong effect at the top dose
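MCF7-BRCA1-FFLuc, 2000 cells/well; 2 h attach, 37 °C/5% CO2; compound 48 h; luciferase substrate 15 min; luminescence end-point. Norm. to genistein 10 microM max activation and DMSO; concentration-response curves fitted.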
ELG1 genotoxic: qHTS screen for small molecules that induce genotoxicity in human embryonic kidney (HEK293T) cells expressing luciferase-tagged ELG1; HEK293T ELG1-luciferase reporter, luminescence, 16 h; Potency, µM (titrated, usually from 46 µM), for inactives: at the top dose activity change, positive = activation, usual class: activators; 1.3% of 330,000 active; AID 504466, 2011; also: potency is read from the fitted curve at half-maximal effect; % of control where 0% means no effect; nearly all actives have a fitted effect of over 60% in size
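16 hr compound incubation (37 °C, 5% CO2) of HEK293T cells carrying luciferase-tagged ELG1; luciferase then measured by ONE-Glo luminescence after 30 min at RT.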
* hit, by the source's call; ? = inconclusive; · = not tested or not shown; [ ] = remark or other dose. Unless noted, calls follow the shape of the dose curve; as a rule, active = well fitted curve in the direction sought with a large enough effect; inconclusive = small, poorly fitted or top-dose-only effect, or another doubt; inactive = no such curve, though single readings can be large; an effect the other way counts as inactive or inconclusive.

SMILES | p53 reactivation | PTAP TSG101 blk | B2AR arrestin | ASM inhibitor | Integrin act MD | TRPV1 agonist | USP2a block | uPA generation | Eya2 inh | BRCA1 expr up | ELG1 genotoxic
COCCNC(=O)C(c1ccc(F)cc1)N(C(=O)CCC(=O)Nc1ccccn1)C1CCCCC1 (centres undefined) | -1% | 0% | 0.0% | 2% | 16% | 1 | 1% | -3% | 10% | 5% | 0%
O=C1CCCN1CC(O)CS(=O)(=O)Cc1ccc(Cl)c(Cl)c1 (centres undefined) | -2% | -5% | 0.4% | 0% | 12% | -1 | -1% | 5% | 5% | 12% | 1%
COc1ccc(/C=N\NC(=O)c2ccc(=O)[nH]n2)cc1O | -2% | -1% | -0.7% | 0% | 19% | -1 | 0% | -6% | -8% | 1% | 0%
C1CCCN(CCCCN2CCCCCC2)CC1 | · | -5% | · | 0% | 21% | -4 | · | 0% | · | -1% | ·
COc1ccc(C2C(C(N)=O)=C(C)Nc3nc(-c4cccc(Cl)c4)nn32)cc1OC (centres undefined) | -1% | -2% | 0.0% | 3% | ? | 1 | 1% | -2% | 4% | 1% | ?
CCOC(=O)c1cnc2c([N+](=O)[O-])cnn2c1C | -4% | -3% | -0.2% | -2% | -17% | -7 | -1% | -3% | 2% | -8% | -2%
Cc1noc(C)c1C(=O)NCc1ccco1 | 3% | -4% | -0.2% | 6% | -14% | -1 | 0% | · | -17% | 39% | 5%
Clc1ccc2nc3ccccn3c2c1 | 6% | -5% | 0.2% | · | 0% | 15 | -2% | 0% | 9% | 30% | -2%
CS(=O)(=O)Nc1nnc(SCC(=O)Nc2cccc([N+](=O)[O-])c2)s1 | -6% | -4% | -1.5% | 1% | 0% | -2 | 3% | -3% | -3% | 3% | 3%
COC(=O)[C@H](CC(C)C)N1Cc2cc(OC)cc(OC)c2-c2ccccc2S1(=O)=O | -5% | -4% | -0.7% | 4% | -12% | · | -2% | -19% | -4% | -20% | -4%
CCc1ccc(OCc2nnc(SCC(=O)N3CCOCC3)o2)cc1 | -3% | -4% | -0.1% | 3% | 5% | 29 | -4% | 14% | 1% | 5% | 2%
COc1ccc([C@H]2CC(=O)C=C(c3ccc(C(F)(F)F)c(C(F)(F)F)c3)C2)cc1OC | 14% | -6% | -0.1% | -2% | 23% | -4 | 3% | -23% | -4% | 3% | -1%
COc1ccc([N+](=O)[O-])cc1N(CC(=O)Nc1ccccc1C(=O)N1CCOCC1)S(C)(=O)=O | -8% | -1% | 0.3% | 1% | -20% | -2 | -1% | 15% | 0% | -14% | 0%
COc1ccc(OCC(=O)Nc2ccc(S(=O)(=O)Nc3nc(C)cc(C)n3)cc2)cc1 | -2% | -3% | 0.0% | 3% | -14% | 1 | -1% | -2% | 5% | 12% | -1%
CCOC(=O)N1CCN(C(=O)CN(C2CCCCC2)S(=O)(=O)c2ccc(Cl)cc2)CC1 | 4% | -14% | -0.1% | 0% | ? | 18 | 3% | · | -4% | 2% | -2%
CCOC(=O)C1CN(S(=O)(=O)c2ccc(OC)cc2)c2cc(CC(=O)OC)ccc2O1 (centres undefined) | 7% | -4% | -0.4% | -1% | 3% | 2 | -2% | -3% | -16% | 5% | 0%
O=C(Nc1ccccc1N1CCOCC1)C1CCN(S(=O)(=O)c2ccc(Cl)cc2)CC1 | -1% | -1% | -0.3% | 5% | -15% | 0 | 1% | -3% | 11% | 11% | -6%
CC(=O)Nc1ccc(S(=O)(=O)NCC2CCC(C(=O)NCCc3ccccc3)CC2)cc1 (centres undefined) | -2% | -1% | -0.1% | 4% | -6% | 1 | 1% | 5% | 7% | 9% | 2%
Cc1ccnc(NC(=O)C2CC(=O)N(c3ccc4c(c3)OCCO4)C2)c1 (centres undefined) | -26% | -1% | 0.0% | 8% | 21% | 1 | -2% | ? | -5% | 71% | 0.52µM*
CN(c1ccccc1)S(=O)(=O)c1cc(C(=O)N2CCN(c3ccccn3)CC2)ccc1Cl | -2% | 0% | -0.3% | 0% | -6% | 2 | 0% | -5% | 2% | -32% | -17%
O=C(c1ccsc1)N1CCCC(N2CCN(c3cccc(C(F)(F)F)c3)CC2)C1 (centres undefined) | -2% | -3% | -1.0% | -2% | 0% | 0 | -1% | -4% | -1% | -25% | -21%
O=C(c1ccc([N+](=O)[O-])o1)N1CCc2ccccc21 | · | 0% | -0.6% | -2% | -48%[inhibitor] | 0 | 2% | -7% | -23% | -70%[inhibitor] | 1%
O=C(Nc1ccc(Cl)cc1)NC1CCCCC1 | 13% | -2% | 0.1% | 0% | 17% | ? | 5% | 2% | -15% | ? | 20%
CCC(CC)C(=O)NCCc1cc2c(OC)ccc(OC)c2[nH]c1=O | 2% | -5% | 0.4% | 3% | -13% | -1 | 3% | 7% | 9% | -11% | -1%
Cc1ccc(/C(O)=C2/C(=O)C(=O)N(CCN3CCOCC3)C2c2cccs2)cc1 (centres undefined) | 5% | 3% | -0.5% | 2% | -6% | -4 | -1% | -4% | 12% | -13% | 0%

Structures above that contain a thiophene ring, fused or not, in the order listed:
SMILES | p53 reactivation | PTAP TSG101 blk | B2AR arrestin | ASM inhibitor | Integrin act MD | TRPV1 agonist | USP2a block | uPA generation | Eya2 inh | BRCA1 expr up | ELG1 genotoxic
O=C(c1ccsc1)N1CCCC(N2CCN(c3cccc(C(F)(F)F)c3)CC2)C1 (centres undefined) | -2% | -3% | -1.0% | -2% | 0% | 0 | -1% | -4% | -1% | -25% | -21%
Cc1ccc(/C(O)=C2/C(=O)C(=O)N(CCN3CCOCC3)C2c2cccs2)cc1 (centres undefined) | 5% | 3% | -0.5% | 2% | -6% | -4 | -1% | -4% | 12% | -13% | 0%

Remaining list, next part
SMILES | p53 reactivation | PTAP TSG101 blk | B2AR arrestin | ASM inhibitor | Integrin act MD | TRPV1 agonist | USP2a block | uPA generation | Eya2 inh | BRCA1 expr up | ELG1 genotoxic
CC(=O)Cc1nsc(NC(=O)c2ccc(COc3ccc(C)cc3)o2)n1 | 6% | -5% | 0.3% | -12% | 21% | 0 | 0% | 3% | 10% | ? | -1%
Cc1ccc(NC(=O)Cn2c(CCC(=O)O)ccc2-c2ccc(Cl)cc2)cc1 | -6% | -3% | 0.4% | 6% | ? | -3 | -6% | -2% | 9% | -16% | -1%
C#CCOCCOCCOCCNc1nc(N2CCN(C(=O)[C@H](CCCCN)n3cc(CN)nn3)CC2)nc(N2CCN(C(=O)[C@H](CCCCN)n3cc([C@@H](N)CC(N)=O)nn3)CC2)n1 | · | -4% | · | 4% | -5% | · | · | -4% | · | 18% | ·
Cc1cc(C)nc(OC(C(=O)O)C(OCCC(C)C)(c2ccccc2)c2ccccc2)n1 (centres undefined) | ? | -4% | 0.2% | -1% | ? | 3 | 3% | -1% | -13% | -26% | -5%
COc1cc(/C=N/NC(=O)c2ccccn2)ccc1OC(=O)c1ccc(Br)cc1 | 7% | · | -0.3% | -21% | ? | 8 | 0% | 21% | 1% | 56% | ?
CC1CCC(N2CCN(c3ncccn3)CC2)C1 (centres undefined) | 0% | -3% | 0.1% | 0% | 9% | 2 | -2% | 5% | -11% | -1% | -4%
Cc1cccc(C(CC(=O)N2CCCC2)c2ccccc2)c1O (centres undefined) | -3% | -4% | 0.2% | 1% | -6% | 15 | 6% | 1% | 2% | -3% | -1%
CCn1c(SCC(=O)NC2CCCC2)nnc1C(C)C | 4% | -6% | -0.4% | 6% | -16% | 0 | 4% | -4% | -9% | -12% | 4%
COc1cc(C=O)ccc1OCc1cccc(Br)c1 | ? | -4% | 0.3% | -1% | 29% | 7 | 1% | -5% | -1% | ? | ?
CCN1CCN(c2sc(S(C)(=O)=O)nc2S(=O)(=O)c2ccc(C)cc2)CC1 | -4% | 3% | -0.1% | -1% | -65%[inhibitor] | 3 | 0% | -29% | -2% | -65%[inhibitor] | -9%

Bioassay records deposited in PubChem by National Center for Advancing Translational Sciences (NCATS).
